# From PubChem BioAssay
# IL-1B inflam inh: blocks inflammasome-driven IL-1 beta release. THP-1 LPS/ATP IL-1B secretion, AlphaLISA, 16 h; stronger effect = lower value. activity change, % at 57.5 µM. 360,000 tested, 4.7% active; in the data active = activity change below about -50%; inconclusive = mostly about -30% to -49%; also: % is scaled to controls: 0 for no effect and ±100 for the full control effect
#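 THP-1 cells pretreated 1 hr with compounds (up to 57.5 uM final), then stimulated with LPS (250 ng/mL final) plus ATP (1.25 mM final); secreted IL-1B measured by AlphaLISA after 16 hr, decreased signal indicating inhibition.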
# WRN inhibitor: inhibitors of human WRN helicase; Q14191; WRN helicase unwinding, fluorescent forked duplex, kinetic; Potency, µM (titrated, usually from 114 µM), for the others: at the top dose activity change, negative = inhibition, actives largely listed as inhibitors; 360,000 tested, 0.46% active; AID 651768; also: potency is read from the fitted curve at half-maximal effect; % is scaled to controls: 0 for no effect and ±100 for the full control effect; nearly all actives have a fitted effect of over 55% in size
#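 Kinetic red-fluorescence monitoring (525/598 nm) tracks WRN helicase activity after 100 nM fluorophore-quencher forked duplex and 2 mM ATP are added to 20 nM enzyme pretreated 15 min at room temperature with compound.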
# ATXN2 expr inh: ATXN2 expression inhibition. HEK-293 ATXN2-luciferase reporter, luminescence, 24 h. Potency, µM (series often up to 57 µM), for inactives: at the highest dose activity change, negative = inhibition, usual class: inhibitors. 360,000 tested, 0.72% active; also: potency is read from the fitted curve at half-maximal effect; % is scaled to controls: 0 for no effect and ±100 for the full control effect; nearly all actives have a fitted effect of over 55% in size
#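 ATXN2-luciferase reporter cells (luciferase flanked by upstream and downstream ATXN2 gene portions) were treated 24 h at 37 °C with compounds at up to 57 uM. SteadyGlo luminescence gave expression; GF-AFC fluorescence gave viability.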
# HT1080NT lethal: kills 2HG-producing HT-1080-NT fibrosarcoma cells; Potency, µM (highest dose often 46.1 µM), for the others: at the top dose activity, negative = less viability, actives largely listed as cytotoxic; HT-1080-NT fibrosarcoma viability, CellTiter-Glo ATP luminescence, 48 h; 360,000 tested, 1.6% active;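 also: NT is the 2HG producing partner of a matched IDH1 knockdown line; potency is read from the fitted curve at half-maximal effect; 0% = DMSO-treated cells and -100% = media-only wells without cells; nearly all actives have a fitted effect of over 55% in size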
#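 Read-out is CellTiter-Glo luminescence after 10 minutes at room temperature, following 48 hours' compound treatment of HT-1080-NT cells (750 cells/well, RPMI, 5% FBS, 37 degrees C).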
# KB-V1 MDR tox: kills drug-selected multidrug resistant KB-V1 cells; Potency, µM (titrated, usually from 46.1 µM), inactives show at the highest dose activity change, negative = cytotoxicity, usual class: cytotoxic; KB-V1 MDR cells viability, CellTiter-Glo, 72 h; 400,000 tested, 3.4% active; AID 1347076; also: potency is read from the fitted curve at half-maximal effect; % is scaled to controls: 0 for no effect and ±100 for the full control effect; nearly all actives have a fitted effect of over 60% in size
#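 KB-V1, DMEM (no phenol red) + 10% FBS; cpd pin-transferred, titration series; 72 h, 37 degrees C; CellTiter-Glo, luminescence. Data normalized, curve-fit.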
# KB-3-1 tox: KB-3-1 parental cell cytotoxicity; KB-3-1 viability, CellTiter-Glo ATP luminescence, 72 h; Potency, µM (doses to about 46.1 µM), for inactives: at the highest dose activity change, negative = cytotoxic, usual class: cytotoxic; 400,000 tested, 1.4% active; AID 1347075; also: potency is read from the fitted curve at half-maximal effect; % is scaled to controls: 0 for no effect and ±100 for the full control effect; nearly all actives have a fitted effect of over 60% in size
#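 KB-3-1 parental drug-naive adenocarcinoma cells in DMEM/10% FBS, incubated 72 h at 37 C with pin-transferred compounds across a concentration series. Viability by CellTiter-Glo luminescence; concentration-response curves fitted after normalization.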
# SW480 rerep: inducers of DNA re-replication in SW480 colon cancer cells. SW480 DNA re-replication, Hoechst DNA content imaging, 48 h. Potency, µM (highest dose often 46.1 µM), without a hit: at the highest dose re-replication activation, actives largely listed as activators. 340,000 tested, 1.8% active. AID 624297; also: potency is read from the fitted curve at half-maximal effect; % of control where 0% means no effect; nearly all actives have a fitted effect of over 55% in size
#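 Image-based read-out: total Hoechst fluorescence of nuclei (405 nm excitation, 500-530 nm emission), with hits raising the fraction of high-intensity nuclei. SW480 colon cells incubated 48 hr with compounds at 37 C.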
# HT1080 IDH1KD tx: toxicity to HT-1080 IDH1 knockdown cells (counter line); AID 686971; Potency, µM (top dose mostly 46.1 µM), for the others: at the highest dose activity, negative = toxicity, usual class: cytotoxic; HT-1080 IDH1 knockdown viability, ATP luminescence, 48 h; 360,000 tested, 2% active;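 also: potency is read from the fitted curve at half-maximal effect; 0% = DMSO wells and -100% = cell-free medium wells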
#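 Knockdown cells (IDH1KD HT-1080) received compounds 2 h after plating at 750 cells/well and were kept 48 h at 37 °C in 5% FBS RPMI. A CellTiter-Glo luminescence read gave % activity for curve fitting.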
# MCF10A rereplic: inducers of DNA re-replication in MCF 10A breast cells; MCF 10A DNA re-replication, Hoechst nuclear intensity, 48 h; Potency, µM (series often up to 46.1 µM), for the others: top-dose activity, positive = re-replication, most hits filed as activators; 350,000 tested, 2.9% active; AID 624296; also: potency is read from the fitted curve at half-maximal effect; % of control where 0% means no effect; nearly all actives have a fitted effect of over 50% in size
# * hit, by the source's call; ? = inconclusive; nt = no result given; & = joins results of further samples; [ ] = dose if it differs, or a comment. Unless noted, calls follow the shape of the dose curve; as a rule, active = well fitted curve in the direction sought with a large enough effect; inconclusive = small, poorly fitted or top-dose-only effect, or another doubt; inactive = no such curve, though single readings can be large; an effect the other way counts as inactive or inconclusive.
# Every second line gives: IL-1B inflam inh, WRN inhibitor, ATXN2 expr inh, HT1080NT lethal, KB-V1 MDR tox, KB-3-1 tox, SW480 rerep, HT1080 IDH1KD tx, MCF10A rereplic
> CC(C)NC(=O)Nc1cccc2c1O[C@@H](CN(C)S(=O)(=O)c1ccc(F)cc1)[C@@H](C)CN([C@H](C)CO)C2=O
    -16, 1%, -10%, -5%, 1%, 2%, 16%, 0%, ?
> COC(=O)CN(C)C1CC(=O)N(c2ccc(Cl)cc2)C1=O (configuration not stated)
    -16, -4%, 5%, ?, 14%, 1%, 6%, 0%, 3%
> Cc1ccc(C(=O)N(Cc2nc(-c3ccc(C)cc3)no2)C(C)C)cc1
    33, 2%, 3%, -28%, -14%, -8%, 4%, -19%, 16%
> O=C1[C@@H]2Cc3c([nH]c4ccccc34)C(c3cccc([N+](=O)[O-])c3)N2C(=O)CN1CCCO (some centres not stated)
    0, -2%, 3%, -17%, -5%, -7%, -12%, -22%, -18%
> CCCCCNC(=O)CCn1c(=O)oc2ccccc21
    -1, 2%, -8%, 5%, 2%, 14%, -8%, 5%, -1%
> CN(C)CCNC(=O)Nc1ccc([N+](=O)[O-])cc1
    45, 2%, ?, 5%, 0%, 19%, -7%, 0%, 1%
> O=C(O)C(c1ccccc1)N1CCCCC1 (configuration not stated)
    17, 10%, 3%, -2%, 13%, -4%, -3%, 3%, -11%
> CCOC(=O)COc1ccccc1-c1ccno1
    17, 5%, 1%, -5%, -2%, 1%, -10%, -1%, -2%
> CN(C)c1nc(N)c2nccnc2n1
    0, -2%, 3%, -2%, -12%, -2%, -1%, 2%, -7%
> Cc1ccc(NC(=O)CSc2nnc(COc3ccc(C#N)cc3)n2-c2ccccc2)cc1C
    -3, -8%, 78%[activator], -10%, ?, -4%, 13%, -10%, 16%
> CCOCCCNC(=S)N(CCN(CC)CC)Cc1cc2cc3c(cc2[nH]c1=O)OCCO3
    0, 9%, -37%, -17%, -16%, -23%, -8%, -1%, ?
> O=C(Nc1cccc(S(=O)(=O)NCc2ccco2)c1)c1cc(-c2ccccc2)nc2ccccc12
    -88*, -12%[57.1 µM], -17%[11.3 µM], -44%, ?, ?, 28%, ?, ?
> Cn1nc(-c2ccccc2F)c2cc(C(=O)Nc3ccc4c(c3)OCCO4)sc21
    -65*, -17%, -29%, -13%, ?, ?, 1%, ?, ?
> CCc1ccc(C2(C)SC(NC(C)=O)=NN2C(C)=O)cc1 (configuration not stated)
    11, 8%, 2%, 2%, -2%, -4%, -1%, 0%, 2%
> COC(=O)c1ccc(NC(C(=O)OC)C(C)C)c([N+](=O)[O-])c1 (configuration not stated)
    -10, -9%, 0%, 8%, 0%, 10%, -24%, 21%, 1%
> O=C(COc1ccccc1Cl)N(Cc1cccs1)C1CCS(=O)(=O)C1 (configuration not stated)
    19, 1%, -5%, -2%, ?, 19%, -8%, -3%, -4%
> Cc1ccc(C(=O)NNC(=S)NC(=O)c2ccccc2)cc1
    47, ?, ?, ?, 0%, ?, -1%[9.22 µM], ?, ?
> O=C(CCC(=O)Nc1ccccc1Cl)NNC(=O)c1ccco1
    0, 1%, 5%, 18%, -7%, 0%, nt, 5%, -4%
> CC(C)[C@H](NC(=O)c1ccccc1)C(=O)O
    7, 2%, nt, 2%, 0%, -6%, 1%, 17%, -3%
> CC(=O)NC(Cc1c[nH]c2ccccc12)C(=O)NCCc1ccccc1 (configuration not stated)
    -10, 8%, nt, 3%, 6%, -2%, 17%, 1%, -7%
> COc1ccc(NC(=O)COC(=O)Cn2cnc3ccccc3c2=O)cc1OC
    -12, 3%, 2%, 25%, 16%, 5%, -8%, 0%, 5%
> Cc1cc(C)c(C#N)c(SCC2COc3ccccc3O2)n1 (configuration not stated)
    32, -3%, 0%, -4%, 0%, -8%, -1%, -12%, 27%
> O=S(=O)(Nc1ncnc2sc3c(c12)CCC3)c1ccc(Cl)s1
    41, -30%[57.1 µM], -6%, -1%, -1%, -13%, 1%, -25%, ?
> CCCCNC(=O)c1nc(-c2cc3ccccc3[nH]2)oc1-c1ccccc1
    6, 2%, nt, -16%, 8.2µM*, -15%, nt, -9%, nt
> Cc1ccc2oc(=O)c3cc(C(=O)NCCCN4CCCC(C)C4)sc3c2c1 (configuration not stated)
    0, 12%, -5%, -2%, -2%, -5%, -5%, 12%, -1%
> Cc1noc(/C=C/c2ccco2)c1S(=O)(=O)N1CCC(C(=O)N2CCc3ccccc3C2)CC1
    ?, -22%, -23%, -15%, 1%, ?, ?, -17%, 18µM*
> O=[N+]([O-])c1cc(S(=O)(=O)N2CCOCC2)ccc1N1CCNCC1
    17, -5%, -11%, 2%, 70%, 2%, -8%, 1%, 2%
> Cc1ccc(C(O)c2ncc(-c3ccccc3Cl)[nH]2)cc1F (configuration not stated)
    -15, -4%, -8%, -11%, 2%, 0%, nt, -23%, nt
> COc1cccc(NC(=O)CN2C(=O)COc3ccc(S(=O)(=O)N4CCC(C)CC4)cc32)c1
    ?, -9%, nt, 2%, 23%, -5%, -29%, -6%, -3%
> CCOC(=O)C(=O)Nc1ccccc1C(=O)OCC
    2, 1%, -9%, 16%, 3%, 5%, -3%, 13%, -8%
> Cc1cc2c(c(=O)o1)C(c1ccc([N+](=O)[O-])o1)C(C#N)=C(N)O2 (configuration not stated)
    nt, ?, 15%, 13%, -2%, 8%, -23%, 4%, -21%
> Cc1ccc(NS(=O)(=O)c2cccc(C(=O)O)c2)c(C)c1
    14, 0%, 1%, 0%, 9%, 5%, 3%, ?, ?
> O=C(NCCNC(=O)c1ccc(Cl)cc1Cl)c1ccccn1
    11, 3%, -10%, 1%, 1%, 1%, -6%, 13%, -5%
> COc1ccc(NC(=O)COCC(=O)Nc2ccc(C)cc2)cc1
    21, -2%, nt, -1%, 1%, -1%, 3%, -1%, -2%
> CC[C@]1(C(=O)OC)[C@H]2C(=O)N(C)C(=O)[C@H]2[C@H]2CN=C(SC)N21
    18, -4%, 5%, 6%, 0%, 0%, -9%, 4%, 10%
> CNC(=O)CC1C(=O)N(c2ccc(OC)cc2)C(=S)N1NC(=O)c1cccc(F)c1 (configuration not stated)
    nt, 6%, 26%, 22%, -2%, 2%, 2.3µM*, ?, ?
> Cc1ccc(NC(=O)c2sc3nc4c(c(-c5ccco5)c3c2N)CCC4)cc1
    8, -3%[57.1 µM], 18%, -6%, -1%, -21%, 13%, -24%, 1.8µM*
> CCOC(=O)NC(Nc1ccc(C)cn1)(C(F)(F)F)C(F)(F)F
    0, 2%, 4%, 9%, 12%, 2%, 2%, 11%, 4%
> C(=C\c1nnc(-c2cccs2)o1)/c1ccccc1
    ?, -9%, 85%[activator], 6%, -1%, -14%, -1%, 0%, 0%
> CCOc1ccc(NS(=O)(=O)c2ccc3[nH]cc(C(=O)NCCOC)c(=O)c3c2)cc1
    7, -10%, -18%&5%, -3%, ?, 0%&7%, 0%, 0%, -4%
> COC(CNC(=O)C1CC(=O)N(CCc2ccccc2)C1)OC (configuration not stated)
    8, -1%, 3%, 11%, 0%, 5%, -6%, 8%, -2%
> CC(C)Cc1nc(N2CCOCC2)c(C#N)c2c1COC(C)(C)C2
    2, -22%[57.1 µM], 1%, -3%, ?, -6%, 6%, -4%, 28%
> C=CCN(Cc1nc(-c2ccc(OC)cc2)no1)C(=O)c1ccc2c(c1)OCO2
    14, -6%, -14%, -6%, 21µM*, -7%, 0%, -3%, 18%
> Cc1c(Cl)cccc1NC(=O)CCC(=O)N/N=C/c1ccc[nH]1
    -22, 2%, -29%, -20%, -20%, ?, -95%[inhibitor], -27%, 6%
> COC(=O)c1ccc(NC(=O)CCN2CCOCC2)cc1
    0, -1%, -1%, -2%, 19%, 8%, -5%, -2%, 0%
> CCN1CCCC1CNC(=O)Cn1cc(C)c(=O)[nH]c1=O (configuration not stated)
    0, -4%, -2%, -2%, 0%, -13%, 0%, 1%, ?
> O=C(COC(=O)C1=Cc2ccccc2OC1)NCc1ccco1
    -24, 8%, nt, -2%, -4%, 3%, 2%, 10%, 0%
> CC(C)Cn1c(SC(C)C(=O)Nc2ccc(N3CCOCC3)cc2)nc2ccccc21 (configuration not stated)
    15, 1%, nt, -9%, 3%, 4%, 1%, 2%, 19%
> O=C(Nc1ccc(Oc2ncnc3cc(Cl)ccc23)nc1)c1ccc(F)cc1
    5, -21%, -13%, ?, 14%, 4%, -2%, 23%, 0%
> CCN1CCCC1CNC(=O)Cn1cnc2sc(C)c(S(=O)(=O)N3CCC(C)CC3)c2c1=O (configuration not stated)
    -5, 5%, -6%, 0%, ?, 1%, 2%, -1%, 8%
> COc1cc(Cl)c(CN2CCCC(CO)(Cc3cccc(Cl)c3)C2)cc1OC (configuration not stated)
    11, -4%, -33%, -26%, ?, ?, ?, -25%, ?
> CN1CCCC1(C)C(=O)NCc1ccc(F)cc1Cl (configuration not stated)
    5, -1%, 8%, ?, 4%, 0%, nt, 20%, nt
> O=C(c1ccc(F)cc1)c1c[nH]c(C(=O)NCc2ccco2)c1
    ?, -4%, -18%, -5%, 28%, 8%, -9%, -2%, 1%
> Cn1cc(/C(Cc2ccccc2)=N\O)c2ccccc21
    54, -6%, -7%, -17%, ?, ?, ?, -24%, 11%
> CN(CC(=O)Nc1ccc(Cl)cc1)C(=O)CCc1c[nH]c2ccccc12
    -13, ?, -2%, ?, -18%, -11%, -11%, -12%, -1%
> O=C1CN(C(=O)/C=C/c2ccco2)c2ccccc2N1
    60, -11%[11.6 µM], 1%, -7%, 5%, 2%, -1%, -6%, -43%[inhibitor]
> O=C(CCC(=O)Nc1nnc(C2CCCCC2)s1)NCc1cccs1
    -4, 4%, 6%, 6%, 10%, 14%, 1%, 7%, -2%[9.22 µM]
